PriA SSB inh – blocks PriA binding to SSB C-terminal tail; AlphaScreen SSBct-PriA binding, biotinylated peptide; inhibition, % at 33 µM; 0.6% of 430,000 active; AID 1272365; in the data active means inhibition mostly above about 37%, no sharp cut-off; inactive means mostly below about 20%;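 further: plate controls were negative control peptide for no effect and reference peptide for full effect; strong numbers were not always called active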
The depositor's hits bear a star; & = joins results of further samples. The list is partial. The share of hits here may be higher or lower than overall.

Screening O=c1ccc(-c2ccncc2)nn1CCNS(=O)(=O)c1ccc(F)cc1F returned PriA SSB inh 0.0.
`CCN(CC)CCCN1C(=O)C(O)=C(C(=O)c2sc(C)nc2C)C1c1ccccc1F` (configuration not stated) gave PriA SSB inh 5.0.
Screening COC(CNC(=O)CN1C(=O)CCC1=O)c1ccc(C)s1 (configuration not stated) returned PriA SSB inh -8.0.
`Cc1cc(C)c(S(=O)(=O)n2cnc3cc(C)c(C)cc32)c(C)c1` gave PriA SSB inh -15.0.
Screening Fc1ccccc1N1CCN(c2ncnc3sc4c(c23)CCC4)CC1 returned PriA SSB inh -9.0.
`Cc1cc(C)n(-c2ccc(C(=O)Nc3cc(N4CCC(C)CC4)ncn3)nn2)n1` gave PriA SSB inh 0.0.
`COCCn1c2c(c(=S)[nH]c1=O)CCC2` gave PriA SSB inh -5.0.
CC(=O)Nc1ccc(S(=O)(=O)NCC#CCN(C)Cc2ccccc2)cc1 was read as PriA SSB inh -8.0.
Screening COc1ccc(O[C@H]2CCN(C(=O)N3CCNC3=O)C2)nn1 returned PriA SSB inh -7.0.
O=C(Nc1ccc(Cl)c(N2CCCS2(=O)=O)c1)c1cccc(C(F)(F)F)c1 was read as PriA SSB inh 5.0.
For Cc1ccc(-c2cc(C(=O)NN=Cc3cccnc3)c3ccccc3n2)cc1C the results were PriA SSB inh 8.4.
Screening CCOC(=O)c1ccc2nc(NC(=O)c3ccc4c(c3)CCCC4)sc2c1 returned PriA SSB inh -3.0.
Cc1ccc(-n2c(O)c(C=NNc3ccccc3)c(=O)[nH]c2=O)cc1C was read as PriA SSB inh -11.2.
Screening Nc1ccccc1OCCO returned PriA SSB inh -1.0.
COCCNC(=S)NN=Cc1ccccc1C(=O)O was read as PriA SSB inh -10.6.
Screening Nc1nc2ccc(SC(F)(F)F)cc2s1 returned PriA SSB inh -12.0.
`CCOC(=O)c1c(NC(=O)CSc2ccc(Cl)cc2)sc2c1CCCCC2` gave PriA SSB inh -3.0.
CC(C)(C)c1ccc(NC(=O)N2CCN(c3ccc(-c4ccco4)nn3)CC2)cc1 was read as PriA SSB inh 1.0.
For Cc1ccc(-c2cc(=O)n(CC(=O)N(C)C3CCCCC3)cn2)cc1 the results were PriA SSB inh -10.0.
For Cc1onc(-c2ccccc2Cl)c1C(=O)Nc1cnc(N(C)C)nc1 the results were PriA SSB inh -10.0.
S=c1[nH]nc(COc2ccccc2)n1N=Cc1ccc(Cl)c(Cl)c1 was read as PriA SSB inh 2.3.
For CC(C)NC(=O)COc1ccccc1Br the results were PriA SSB inh 4.0.
Screening COc1ccc(-n2ccnc(SCc3ccc(F)cc3)c2=O)cc1OC returned PriA SSB inh -22.0.
For CN1CCN(NC(=O)Nc2cn(C)c3ccccc23)CC1 the results were PriA SSB inh 2.0.
Screening CC(=O)c1ccc(NC(=O)c2ccc(S(=O)(=O)N3CCN(C)CC3)o2)cc1 returned PriA SSB inh -3.0.
`C=CCN1C(=O)SC(CC(=O)Nc2ccc(Br)cc2)C1=O` (configuration not stated) gave PriA SSB inh -18.0.
Fc1ccc(Cn2ccc3ccccc32)cc1 was read as PriA SSB inh -44.0.
For CCn1c(C)cc(O)c(C(c2cccnc2)N2CCCCC2)c1=O (configuration not stated) the results were PriA SSB inh -19.0.
Screening CN1CCCc2cc(C(CNC(=O)C(=O)Nc3ccc(F)c(F)c3)N3CCOCC3)ccc21 (configuration not stated) returned PriA SSB inh -17.0.
Screening CC(=O)Nc1ccc(S(=O)(=O)N2CCC(Oc3ncccc3Cl)CC2)cc1 returned PriA SSB inh 12.0.
CCOc1ccc(S(=O)(=O)NCC(c2ccsc2)N2CCN(C)CC2)cc1F (configuration not stated) was read as PriA SSB inh -4.0.
`NC(=O)c1ccc(NC(=O)C2CCN(c3ccc(-c4cccs4)nn3)CC2)cc1` gave PriA SSB inh 0.0.
Screening O=C(CCc1csc(NC(=O)c2ccc(=O)[nH]c2)n1)NCCc1ccc(F)cc1 returned PriA SSB inh 8.0.
Screening CCOC(=O)CSc1nnc(CNC(=O)c2ccccc2F)n1-c1cccc(C(F)(F)F)c1 returned PriA SSB inh -18.0.
O=C(NCCC1=CCCCC1)C(=O)NCC(c1cccs1)N1CCc2ccccc21 (configuration not stated) was read as PriA SSB inh -19.0&25.0.
NCC1COC2(CCCCC2)O1 (configuration not stated) was read as PriA SSB inh 25.0.
For O=C(Cc1csc(Nc2ccccc2)n1)Nc1nc2ccccc2s1 the results were PriA SSB inh 2.0.
`Cc1cc(NN=Cc2ccc(O)cc2O)nc(-c2ccccc2O)n1` gave PriA SSB inh -6.8.
`COc1ccc2nc(-c3cccc(NS(=O)(=O)c4ccc(F)cc4)c3)cn2n1` gave PriA SSB inh 2.0.
Cc1ccc(NC(=O)c2c(O)c3ccccc3[nH]c2=O)cc1F was read as PriA SSB inh 0.0.
`CCN(CC)c1ccc(C(=O)Nc2nc3ccc4nc(C)sc4c3s2)cc1` gave PriA SSB inh -21.0.
Screening O=C(CN1C(=O)c2ccccc2C1=O)NCCN1CCN(c2ccc(Cl)cc2)CC1 returned PriA SSB inh -11.0.
Cc1c(C(=O)N2CCCC3(C2)OC(=O)c2ccccc23)cnn1-c1ccccc1 (configuration not stated) was read as PriA SSB inh -6.0.
Screening O=C(NCc1cccs1)NC[C@@H](c1ccco1)N1CCOCC1 returned PriA SSB inh -15.0.
Screening Cc1nn(-c2ccc(N3CCN(C(=O)c4ccc(Br)o4)CC3)nn2)c(C)c1C returned PriA SSB inh -2.0.
For NC(=O)CSc1cccc2cccnc12 the results were PriA SSB inh 64.5*.
Screening CNC(=O)CS(=O)(=O)C1CCN(S(=O)(=O)c2c(C)noc2C)CC1 returned PriA SSB inh -7.0.
Screening O=C(Cc1[nH]nc2ccc(F)cc12)N1CCN(CCc2ccccc2)CC1 returned PriA SSB inh 4.0.
`CC(CC(=O)NC1CCCCCC1)=NNC(=O)c1cnccn1` gave PriA SSB inh -6.1.
For CC1Oc2ccccc2OC1C(=O)Nc1ccccc1C(=O)O (configuration not stated) the results were PriA SSB inh -9.0.
Cc1ccccc1-c1ccc(N2CCN(S(=O)(=O)Cc3ccccc3)CC2)nn1 was read as PriA SSB inh -1.0.
C/C(C=NNC(=O)CSc1nnc(SCc2ccc(C)cc2)s1)=C/c1ccco1 was read as PriA SSB inh 2.6.
For O=C(NCC1CCN(Cc2ccsc2)CC1)c1ccc(S(=O)(=O)N2CCOCC2)cc1 the results were PriA SSB inh -21.0.
O=C(CCC(=O)N1CC2C[C@H](C1)Cn1c2cccc1=O)NCc1ccc(F)cc1 was read as PriA SSB inh 14.5.
Screening O=C(CCc1ccc(Cl)c(Cl)c1)N1CCc2ncncc2C1 returned PriA SSB inh -9.0.
Screening Cc1noc(Cc2ccccc2NC(=O)CSc2ccc(F)cc2)n1 returned PriA SSB inh -19.0.
COC(=O)c1ccc(CSc2nnc(C(C)C)c3cnn(-c4ccc(F)cc4)c23)o1 was read as PriA SSB inh 6.0.
Cc1noc(-c2ccc(N3CC[C@H](NC(=O)c4ccc(Br)o4)C3)nc2)n1 was read as PriA SSB inh -2.0.
CCc1ccc(NC(=O)C(=O)NN=C(C)CC(=O)Nc2ccccn2)cc1 was read as PriA SSB inh -8.7.
Screening O=S(=O)(NCCc1ccccc1)c1ccc(Cl)cc1 returned PriA SSB inh -13.0.
`O=C(c1ccc(-c2cccs2)cc1)N1CC[C@H](S(=O)(=O)c2ccc(Cl)cc2)C1` gave PriA SSB inh -1.0.
Screening O=C(NCCC1CCCCN1S(=O)(=O)c1ccc(Cl)cc1)C(=O)NCc1cccs1 (configuration not stated) returned PriA SSB inh -12.0.
Screening COc1ccccc1OCC(=O)OC1CN(c2nc3c(C(F)(F)F)cccc3s2)C1 returned PriA SSB inh -12.0.
Screening N#C/C(=C\c1cccs1)C(=O)Nc1cccc(C(F)(F)F)c1 returned PriA SSB inh -6.0.
`Cc1cc(Cl)ccc1OC(C)C(=O)N/N=C\c1cc(Br)ccc1O` (configuration not stated) gave PriA SSB inh -5.0.
CCOC(=O)c1oc2ccccc2c1NC(=O)COCC(=O)Nc1c(C(=O)OCC)oc2ccccc12 was read as PriA SSB inh -13.0.
Screening O=C(COc1ccccc1)N1CCN(c2ccc(-c3cccs3)nn2)CC1 returned PriA SSB inh 1.0.
Screening Cc1ccc(C=Nn2c(C)nnc2C)cc1 returned PriA SSB inh -24.0.
COc1ccccc1OCC(=O)NNC(=O)c1cccn(Cc2ccc(F)cc2)c1=O was read as PriA SSB inh -11.0.
`Cc1ccc(C(=O)NN=C2CCSC2)cc1[N+](=O)[O-]` gave PriA SSB inh -0.6.
Screening O=C(NCCc1nnc2ccc(SCC(=O)N3CCCCCC3)nn12)c1ccc(F)cc1 returned PriA SSB inh -5.0.
COC(=O)c1ccccc1C(=O)N1CCC(CSc2ccccn2)CC1 was read as PriA SSB inh 7.0.
`O=C(O)c1ccc(C=NNC(=S)NCc2ccccc2)cc1` gave PriA SSB inh 1.0.
Screening CC(=O)N1CCN(c2cc(Nc3cc(C)ccn3)nc(C)n2)CC1 returned PriA SSB inh -3.0.
`CSCC[C@H](NS(=O)(=O)c1cc(C)ccc1C)C(=O)O` gave PriA SSB inh -12.0.
Screening COc1cccc2cc(C(=O)Nc3nnc(CCSc4ccccc4)o3)oc12 returned PriA SSB inh -12.0.
Screening O=C(Nc1cccc(F)c1)c1csc2nc(-c3ccc(F)cc3)cn12 returned PriA SSB inh -9.0.
Screening Cc1ccc(S(=O)(=O)N2CCN(S(=O)(=O)c3ccc(C)cc3)C(C)C2)cc1 (configuration not stated) returned PriA SSB inh -10.0.
`CC(C(=O)NCc1cccnc1)n1nc(-n2cccn2)ccc1=O` (configuration not stated) gave PriA SSB inh -5.0.
COc1ccc([N+](=O)[O-])cc1NC(=NS(=O)(=O)c1ccccc1)c1ccccc1 was read as PriA SSB inh 7.7.
`COc1cc(C)c(S(=O)(=O)NCCOc2ccc(-c3ccc(F)cc3)nn2)cc1C` gave PriA SSB inh -13.0.
CCOc1cc(-c2nnc(NC(=O)c3cc(Cl)ccc3[N+](=O)[O-])o2)cc(OCC)c1OCC was read as PriA SSB inh -7.0.
Screening CCCC(C)=NNC(=O)c1ccccc1O returned PriA SSB inh 4.3.
Screening Cc1c(C)c2ccc(OCC(=O)N3C[C@H]4C[C@H](C3)c3cccc(=O)n3C4)cc2oc1=O returned PriA SSB inh -8.6.
Screening O=C(Nc1ccc2c(c1)OCO2)N1CCC(S(=O)(=O)c2ccccc2)CC1 returned PriA SSB inh 5.0.
Screening Cc1cc(Nc2ccccc2)nc(N2CCN(C(=O)CCC3CCCCC3)CC2)n1 returned PriA SSB inh 2.0.
For CC(=NN=Cc1ccccc1F)c1nnn(-c2nonc2N)c1C the results were PriA SSB inh 4.8.
For Cn1nnc2c(=O)n(CC(=O)NC[C@H]3CCCO3)cnc21 the results were PriA SSB inh -7.0.
Screening Cc1ccc(C=NNC(=O)c2nn(C)cc2Cl)cc1 returned PriA SSB inh 2.4.
Screening COc1cccc2cc(C(=O)NCCn3ccc(-c4cccs4)n3)oc12 returned PriA SSB inh -2.0.
CCS(=O)(=O)c1cccc(C(=O)Nc2nc3ccc(OC)cc3s2)c1 was read as PriA SSB inh -9.0.
CCCN1CCCc2cc(CCNC(=O)C(=O)Nc3ccon3)ccc21 was read as PriA SSB inh 56.0*.
`CS(=O)(=O)N1CCC(C(=O)N2CCC(Oc3nccnc3C#N)C2)CC1` (configuration not stated) gave PriA SSB inh 2.0.
CC(O)(CNC(=O)c1cncc(Br)c1)c1ccc2c(c1)OCO2 (configuration not stated) was read as PriA SSB inh 9.0.
Screening O=C(Nc1ccc(Cn2cnc(C(=O)NCc3ccc(F)cc3)c2)cc1)c1ccc(Cl)cc1 returned PriA SSB inh -8.0.
For NC(=NOC(=O)COc1ccc([N+](=O)[O-])cc1)c1ccncc1 the results were PriA SSB inh -27.6.
Screening CCOc1ccccc1C(=O)NC[C@](C)(O)c1cc2ccccc2o1 returned PriA SSB inh -11.0.
COc1nccnc1O[C@H]1CCCN(C(=O)Cc2ccsc2)C1 was read as PriA SSB inh -13.0.
CCOc1cccc2cc(C(=O)NCCCn3nc(-c4ccco4)ccc3=O)c(=O)oc12 was read as PriA SSB inh -14.0.
CSCC(C)(O)CNC(=O)CSc1ccc(F)cc1 (configuration not stated) was read as PriA SSB inh -17.0.
Screening O=C(c1cnccn1)N1CC(C(=O)N2CCN(c3ccccc3Cl)CC2)C1 returned PriA SSB inh -17.0.

Quoted at random: 3 entries already listed.
Screening O=C(Nc1ccc(Cn2cnc(C(=O)NCc3ccc(F)cc3)c2)cc1)c1ccc(Cl)cc1 returned PriA SSB inh -8.0.
`CS(=O)(=O)N1CCC(C(=O)N2CCC(Oc3nccnc3C#N)C2)CC1` (configuration not stated) gave PriA SSB inh 2.0.
Screening O=C(Nc1ccc2c(c1)OCO2)N1CCC(S(=O)(=O)c2ccccc2)CC1 returned PriA SSB inh 5.0.

Compounds from the list above with an aryl methoxy group:
Screening COc1ccc(O[C@H]2CCN(C(=O)N3CCNC3=O)C2)nn1 returned PriA SSB inh -7.0.
Screening COc1ccc(-n2ccnc(SCc3ccc(F)cc3)c2=O)cc1OC returned PriA SSB inh -22.0.
`COc1ccc2nc(-c3cccc(NS(=O)(=O)c4ccc(F)cc4)c3)cn2n1` gave PriA SSB inh 2.0.
Screening COc1ccccc1OCC(=O)OC1CN(c2nc3c(C(F)(F)F)cccc3s2)C1 returned PriA SSB inh -12.0.
COc1ccccc1OCC(=O)NNC(=O)c1cccn(Cc2ccc(F)cc2)c1=O was read as PriA SSB inh -11.0.
Screening COc1cccc2cc(C(=O)Nc3nnc(CCSc4ccccc4)o3)oc12 returned PriA SSB inh -12.0.
COc1ccc([N+](=O)[O-])cc1NC(=NS(=O)(=O)c1ccccc1)c1ccccc1 was read as PriA SSB inh 7.7.
`COc1cc(C)c(S(=O)(=O)NCCOc2ccc(-c3ccc(F)cc3)nn2)cc1C` gave PriA SSB inh -13.0.
Screening COc1cccc2cc(C(=O)NCCn3ccc(-c4cccs4)n3)oc12 returned PriA SSB inh -2.0.
CCS(=O)(=O)c1cccc(C(=O)Nc2nc3ccc(OC)cc3s2)c1 was read as PriA SSB inh -9.0.
COc1nccnc1O[C@H]1CCCN(C(=O)Cc2ccsc2)C1 was read as PriA SSB inh -13.0.

Bioassay records deposited in PubChem BioAssay by Small Molecule Screening Facility, UW Madison.
